High-throughput results (PubChem BioAssay)
PME-1 primary – PME-1 inhibitors via competitive probe labeling, primary screen, biochemical, fluorescence polarization, FP-Rh probe, HTS; recombinant PME-1; 0.53% of 320,000 active; Protein phosphatase methylesterase 1 (Homo sapiens), Q9Y570; inhibition, % at 5.9 µM;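 active = inhibition above the campaign mean of all compounds plus 3 SD, cut at about 26% in these data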;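 also: competitive labeling of PME-1 active site by serine hydrolase directed probe; 0% = PME-1 with DMSO and 100% = wells lacking PME-1 enzyme; inhibitors block probe labeling so polarization falls and inhibition rises; many of its hits are not listed in these tables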
Target sequence (Q9Y570 whole entry, looked up): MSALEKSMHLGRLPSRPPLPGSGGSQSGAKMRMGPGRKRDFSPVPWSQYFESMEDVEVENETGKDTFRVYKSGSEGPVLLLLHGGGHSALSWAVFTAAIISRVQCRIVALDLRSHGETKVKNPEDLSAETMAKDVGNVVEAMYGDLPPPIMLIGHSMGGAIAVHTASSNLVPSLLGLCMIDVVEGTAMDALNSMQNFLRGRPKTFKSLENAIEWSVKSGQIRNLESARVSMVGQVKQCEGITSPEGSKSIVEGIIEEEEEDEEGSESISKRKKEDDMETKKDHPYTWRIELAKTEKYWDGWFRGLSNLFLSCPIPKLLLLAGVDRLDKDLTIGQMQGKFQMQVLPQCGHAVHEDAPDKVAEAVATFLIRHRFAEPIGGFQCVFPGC
AHR act – AHR activators, primary screen, cell-based, luminescence, luciferase reporter, human. AHR-responsive luciferase reporter cells. 2.5% of 320,000 active. Aryl hydrocarbon receptor (Homo sapiens), P35869. activation, % at 5 µM; in the data active = activation above about 47%;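 also: 0% = vehicle wells and 100% = reference agonist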
pPAFAH inh – pPAFAH enzyme inhibitors, primary screen, biochemical, fluorescence polarization, human; Platelet-activating factor acetylhydrolase (Homo sapiens), Q13093; AID 463082, 2010; 1.5% of 330,000 active; recombinant pPAFAH, FP-rhodamine probe fluorescence polarization; inhibition, % at 3.39 µM;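 active = inhibition above the mean inhibition across the screen plus 3 SD, cut at about 25% in these data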;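 also: inhibitors block binding of the rhodamine activity-based probe so polarization drops; 0% = enzyme with DMSO and 100% = wells lacking pPAFAH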
BCLXL inh – inhibitors of human Bcl-xL, primary screen, biochemical, fluorescence polarization, HTS; Bcl-2-like protein 1 (Homo sapiens), Q07817; 0.7% of 320,000 active; GST-Bcl-xL / FITC-Bim BH3 peptide fluorescence polarization; inhibition, % at 10.9 µM;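 active = inhibition above the mean of all tested compounds plus 3 SD, cutoff set per campaign, cut at about 30% in these data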;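 also: 0% = DMSO wells and 100% = unlabeled Bim-BH3 peptide competitor; inhibitors lower millipolarization by displacing the labeled peptide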
MCL1 BIM primary – inhibitors of MCL1 binding to BIM-BH3, primary screen, biochemical, fluorescence polarization; inhibition, % at 10.9 µM; AID 2057, 2009; 0.68% of 320,000 active; GST-MCL1 / FITC-Bim-BH3 fluorescence polarization;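 active = inhibition above the mean inhibition of all tested compounds plus 3 SD, set per campaign, cut at about 40% in these data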;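 also: 0% = DMSO wells and 100% = unlabeled Bim-BH3 peptide control; higher means more loss of mP so more displacement of Bim peptide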
MEX-5 binding – MEX-5 zinc finger RNA-binding disruptors – biochemical, C. elegans, fluorescence polarization, MLPCN library, primary screen; Zinc finger protein mex-5 (Caenorhabditis elegans), Q9XUB2; 0.38% of 300,000 active; MEX-5/FITC-TCR2 RNA binding; hits give low values; activity score (negative = inhibition of binding), % at 10 µM;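 active = inhibition past about -25% in most replicates, and total fluorescence under double the plate's negative control median, limit read from the data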;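 also: 0% = DMSO and -100% = 5 µM competing unlabeled TCR2 RNA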
PAFAH1B2 inh – PAFAH1B2 enzyme inhibitors, primary screen, biochemical, fluorescence polarization, human; inhibition, % at 3.39 µM; AID 492953, 2010; 1.2% of 340,000 active; recombinant PAFAH1B2, FP-rhodamine activity probe;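 active = inhibition above the mean of all tested compounds plus 3 SD, cut at about 24% in these data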;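 also: 0% = enzyme with DMSO and 100% = wells lacking PAFAH1B2; many of its hits are not listed in these tables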
GLD-1 RNA inh – GLD-1/TGE RNA complex disruptors, primary screen, biochemical, fluorescence polarization; purified GLD-1 + fluorescein TGE RNA; Female germline-specific tumor suppressor gld-1 (Caenorhabditis elegans), Q17339; 0.44% of 320,000 active; inhibition, % at 5.96 µM;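 active = percent inhibition above a per-plate cutoff, the plate mean of test compounds plus 3 SD, cut at about 30% in these data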;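 also: 0% = DMSO wells with GLD-1 and probe and 100% = wells lacking GLD-1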
Target sequence (Q17339 whole entry, looked up): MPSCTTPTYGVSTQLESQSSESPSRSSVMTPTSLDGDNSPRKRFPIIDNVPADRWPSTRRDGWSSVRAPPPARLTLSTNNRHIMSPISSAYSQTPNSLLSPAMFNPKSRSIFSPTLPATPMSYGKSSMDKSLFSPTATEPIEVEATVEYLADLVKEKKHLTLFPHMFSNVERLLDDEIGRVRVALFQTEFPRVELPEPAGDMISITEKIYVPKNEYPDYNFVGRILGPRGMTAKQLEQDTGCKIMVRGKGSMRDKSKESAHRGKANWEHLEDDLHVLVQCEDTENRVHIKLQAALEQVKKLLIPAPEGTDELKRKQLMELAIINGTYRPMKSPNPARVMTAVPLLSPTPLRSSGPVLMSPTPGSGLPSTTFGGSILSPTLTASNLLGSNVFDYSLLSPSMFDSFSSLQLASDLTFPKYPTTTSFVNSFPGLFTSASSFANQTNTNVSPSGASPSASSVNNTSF
Fam108B inh – mouse Fam108B serine hydrolase inhibitors, primary screen, counter-screen for RBBP9 inhibitor project, biochemical, fluorescence polarization; inhibition, % at 9.51 µM; recombinant Fam108B, FP-Rh probe fluorescence polarization; AID 1947, 2009; 0.33% of 300,000 active;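 active = inhibition above the screen mean inhibition plus 3 SD, computed separately per campaign, cut at about 18% in these data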;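 also: inhibitors lower polarization as less probe binds the enzyme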
An asterisk follows results filed as active; . = no result given. An excerpt. The share of hits here may be higher or lower than overall.

structure,PME-1 primary,AHR act,pPAFAH inh,BCLXL inh,MCL1 BIM primary,MEX-5 binding,PAFAH1B2 inh,GLD-1 RNA inh,Fam108B inh
O=C(Nc1cccc(C(F)(F)F)c1)c1ccc(Cn2cc(Br)cn2)o1,-5,45,0,-2,-5,0.3,0,10,-10
COc1cccc(-n2ccnc2SCC(=O)Nc2cc(OC)ccc2OC)c1,-10,7,7,2,2,0.4,-2,-3,1
O=C(/C(=C/O)N=Nc1ccccc1)c1ccco1,-3,2,8,3,5,2.7,9,-4,2
O=C(NCCN1CCOCC1)/C(=C/c1ccc(F)cc1)NC(=O)c1ccccc1,1,3,-4,-1,1,1.9,4,-7,3
O=C(NC(=S)Nc1ncccn1)c1ccc(F)cc1,-5,1,2,2,11,-0.5,3,0,-5
Cc1noc(C)c1COC(=O)CCCOc1ccc(Cl)cc1Cl,0,1,1,1,1,2.7,5,-3,-1
OCC1(CO)COC(CCc2ccccc2)=N1,2,-3,1,4,16,0.9,9,5,2
CCOc1nc(CC)nc(NC(=O)NS(=O)(=O)c2ccccc2Cl)n1,-8,1,-8,3,3,0.3,-1,6,-5
CCn1c(O)c(N=NC(=O)c2ccc(CSc3nncn3C)cc2)c2ccccc21,2,10,6,2,-3,-2.3,1,2,3
O=C(CN1CCN(S(=O)(=O)c2ccc3ccccc3c2)CC1)N1CCc2ccccc2C1,0,-2,0,-9,-15,4.2,7,1,3
CCN1CCN(C(=O)c2cc(COc3ccc4ncccc4c3)on2)CC1,2,-3,4,-3,2,0.4,4,-3,-1
COc1ccc(-c2csc(N3C(=O)C4C5c6ccccc6C(c6ccccc65)[C@@H]4C3=O)n2)cc1 (some centres not stated),-8,0,0,-1,1,0.2,1,0,-8
c1ccc(-c2nc(-c3nccc4ccccc34)oc2-c2ccccc2)cc1,-17,22,6,3,4,-0.2,-2,11,-3
Cc1ccc2cc(CCNC(=O)c3ccc(Br)o3)c(=O)[nH]c2c1,2,9,0,-4,-8,.,-1,-3,0
CCOCCn1c(CN2CCc3ccccc3C2)nc2c1c(=O)n(C)c(=O)n2C,5,-1,5,3,6,3.5,1,1,4
COc1ccc(-n2c(C)csc2=S)cc1,0,1,6,4,9,0.8,1,0,5
Cc1cnc(C(=O)NC2CC(C)(C)Cc3c2cnn3-c2cccc(F)c2)cn1 (configuration not stated),0,-2,3,5,1,-0.6,2,0,6
C/C(=N\NC(=O)CNC(=O)c1cccs1)c1ccc(Cl)c(Cl)c1,-5,18,7,-3,-6,1.2,4,-9,-1
Cc1ccccc1N1CC2=C(C1=O)C(c1ccccc1)NC(=O)N2C (configuration not stated),-2,7,0,5,3,1.0,4,7,-2
COC(=O)c1c(N2C(=O)Nc3ccccc3N2O)sc2c1CCCC2,-1,1,2,2,0,-2.2,-1,1,-7
CNc1ccc(Cl)nn1,-11,1,-6,-6,-4,1.8,5,-4,-5
Cc1nn(CC(=O)NCc2ccc(OC(C)C)cc2)c(=O)c2cc(-c3ccccc3)nn12,-1,1,3,0,2,-1.8,1,5,1
O=C(Nc1ccc(CSc2ccccc2)cc1)c1ccco1,4,-2,6,6,10,-3.2,14,4,-5
O=C(O)c1cccnc1SCc1cccc(Br)c1,-6,2,-9,3,5,3.2,10,-3,3
Cc1cc2c(cc1S(=O)(=O)CCC(=O)N(C)C1CCCCC1)OCC(=O)N2,-1,0,-4,1,4,1.3,5,7,0
CCOc1ccccc1NC(=O)CSc1ccccc1,-7,1,2,9,11,0.6,11,4,5
COC(=O)c1ccccc1S(=O)(=O)N1CCC(C(=O)NCc2ccco2)CC1,4,1,2,2,1,.,1,3,.
Cc1ccc2nc(NC(=O)CSc3nc(=O)n(CCCN(C)C)c4c3CCC4)sc2c1,0,2,1,4,7,-2.1,1,-13,-1
CS(=O)(=O)N1c2ccccc2[C@]2([C@@]34C[C@H]5C(=O)N[C@@H](Cc6ccccc6)C(=O)N5[C@@H]3N(S(C)(=O)=O)c3ccccc34)C[C@H]3C(=O)N[C@@H](Cc4ccccc4)C(=O)N3[C@H]12,-2,-2,-1,4,-4,3.7,.,-1,-2
CC[C@@H](C(=O)n1nc(C)cc1C)[C@H](NS(=O)(=O)c1ccc(C)cc1)c1ccccc1,-2,6,9,3,11,3.3,1,1,2
Cc1ccccc1C(=O)c1c[nH]c(C(=O)NCCCn2ccnc2)c1,2,47,2,5,6,2.2,2,-6,6
CCCCNC(=O)NNC(=O)COc1cccc(C)c1C,0,1,-1,-10,-19,2.6,-1,-19,-1
CCN(CC)c1ccc(N2C(=O)/C(=C\c3cccnc3)SC2=S)cc1,-3,5,5,2,10,-0.5,5,5,3
O=C(O)C1CC(=O)N(c2ccc(Br)cc2)C1 (configuration not stated),-5,-1,2,2,10,-1.5,-2,-2,2
COCCCn1c(SCc2nnc(-c3ccccc3)o2)nc2sc3c(c2c1=O)CCC3,-4,1,2,2,5,-1.5,4,3,-3
COCCn1nnnc1C(c1cccs1)N1CCN(c2ccccc2)CC1 (configuration not stated),-10,2,-2,7,8,0.3,2,-2,-4
Cc1cc2cc(CNC(=O)c3cccc([N+](=O)[O-])c3)ccc2[nH]1,3,28,1,7,7,-0.7,0,3,9
Cc1ccc(-n2nnnc2SCn2nnc3ccccc3c2=O)cc1,0,9,-1,2,-3,.,10,0,0
CCn1c(CN2CCOCC2)nnc1SCC(=O)Nc1ccc(C(C)=O)cc1,2,0,-6,0,2,-2.2,-2,5,9
CC1(C)Cc2nc3sc(C(N)=O)c(N)c3cc2CO1,2,4,-3,7,4,-2.2,2,-7,3
COc1ccc(C2C(=O)N(C3CCCCC3)CC(=O)N2CCc2ccccc2)cc1OC (configuration not stated),5,1,1,2,0,2.4,4,2,-3
CC(C)(C)NC(=O)C(c1ccncc1)N(CC1CCCO1)C(=O)Cn1nnc(-c2ccc(F)cc2)n1 (configuration not stated),2,3,4,3,0,-0.7,4,-5,-3
Cc1ccn2cc(CCNC(=O)CC(C)(C)C)nc2c1,8,3,-5,2,0,0.3,5,7,-5
CCCCOc1ccc(C(=O)NCc2ccncc2)cc1,-1,4,5,0,-1,-0.3,1,1,3
CCCc1nc2oc3c(OC)ncnc3c2c2c1COC(C)(C)C2,8,-1,5,6,4,0.9,6,9,3
Cc1ccc(OCCn2ccnc2)c(C)c1,-7,32,-10,0,8,0.6,4,2,-2
CC(=O)OC(C(=O)NCS(=O)(=O)c1ccc(C)cc1)c1cccnc1 (configuration not stated),-1,-1,0,3,3,-0.5,2,0,-2
CCN(Cc1ccccc1OC)CC1CCCN(CCc2cccc(OC)c2)C1 (configuration not stated),-4,-1,3,3,6,-1.6,2,7,1
COc1ccc(N2CC(C(=O)N[C@@H](CC(C)C)C(=O)NC3CCCC3)CC2=O)cc1 (some centres not stated),-2,0,0,2,6,1.3,3,7,-2
CCOC(=O)c1ccc(NC(=O)c2c(NCc3ccccc3)[nH]c(=O)[nH]c2=O)cc1,-1,1,2,3,-3,1.2,.,0,1
CC(NC(=O)c1cccc(S(=O)(=O)N(C)c2ccccc2)c1)c1cccnc1 (configuration not stated),.,3,5,.,.,.,-2,6,.
CCOC(=O)c1c(NC(=O)CCC(=O)O)sc2c1CCCCC2,-2,-2,1,8,7,.,7,-3,6
CCOC(=O)c1ccc(NC(=O)CCc2nc(-c3ccc(C)cc3)no2)cc1,-36,0,-7,4,-7,-0.6,-4,7,-13
Cc1sc(NC(=O)/C=C/c2ccc3c(c2)OCO3)nc1-c1ccccc1,-29,1,-1,4,-1,1.1,-13,3,-14
CN(c1ccc(C(=O)Nc2ccc3c(c2)OCO3)cc1)S(C)(=O)=O,-6,19,-1,5,-1,-2.2,0,6,1
COc1ccc(CCN2CC(C(=O)NCCCn3nc(C)cc3C)CCC2=O)cc1 (configuration not stated),1,3,-2,0,0,0.3,1,3,-3
CC(C)[C@H](NC(=O)N1CCn2c1nc1ccccc12)C(=O)N[C@H](Cc1ccccc1)C(=O)O,-14,-1,7,1,5,-0.9,3,15,-1
CC(C)c1ccc(N(C(=O)C(F)(F)F)C(C(=O)NC2CCCCC2)c2ccncc2)cc1 (configuration not stated),-5,2,-2,4,1,0.8,-7,6,6
O=C(c1ccc2c(c1)OCO2)N1CCN(c2ccccc2F)CC1,-4,2,3,6,7,0.1,1,3,-3
COC(=O)c1cccc(NC(=O)Cn2cnc3ccccc3c2=O)c1,-4,-1,2,2,-2,2.0,1,-5,3
CC(=O)NC(=S)Nc1cc(C(F)(F)F)ccc1N1CCOCC1,7,27,5,7,10,1.7,2,-1,5
